# RBBP9 inh: human RBBP9 inhibitors, primary screen, biochemical, fluorescence polarization, FP-Rh probe, HTS; Serine hydrolase RBBP9 (Homo sapiens), O75884; recombinant RBBP9; inhibition, % at 7.94 µM; 220,000 compounds, 0.2% hits;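 active means inhibition above the campaign mean of all tested compounds plus 3 SD, cut at about 14% in these data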;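 further: plate controls were DMSO wells with RBBP9 for no effect and wells lacking RBBP9 protein for full effect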
# Target sequence (O75884 whole entry, looked up): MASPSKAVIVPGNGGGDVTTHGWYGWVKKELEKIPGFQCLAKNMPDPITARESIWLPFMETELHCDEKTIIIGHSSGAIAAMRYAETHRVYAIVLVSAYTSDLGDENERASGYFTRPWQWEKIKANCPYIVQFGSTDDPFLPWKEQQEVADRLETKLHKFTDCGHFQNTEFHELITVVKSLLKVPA
#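 Test system: recombinant human RBBP9; Timing: 30 min then 45 min, 25 °C; Detection: fluorescence polarization; Control set: RBBP9 with DMSO as uninhibited control, no-protein wells as full inhibition; Compound dosing: one concentration, 7.94 µM nominal, 0.794% DMSO; Probe or stimulus: FP-Rh activity-based probe, 375 nM before mixing.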
# Wee1 degr inh: Wee1 degradation inhibitors, primary screen, cell-based, HeLa, Wee1K328M-luciferase, luminescence | HeLa Luc-Wee1K328M stability; 100% = proteasome inhibitor MG132 effect | reporter increase, % at 5 µM | 220,000 compounds, 1.2% hits;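 active means activation above the mean of all tested compounds plus 3 SD, set per screening run, cut at about 8.8% in these data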;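 further: cells exposed to compound for 20 h before luminescence read; 0% = DMSO alone and 100% = MG132 at 30 µM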
# Target sequence (P30291 whole entry K328M): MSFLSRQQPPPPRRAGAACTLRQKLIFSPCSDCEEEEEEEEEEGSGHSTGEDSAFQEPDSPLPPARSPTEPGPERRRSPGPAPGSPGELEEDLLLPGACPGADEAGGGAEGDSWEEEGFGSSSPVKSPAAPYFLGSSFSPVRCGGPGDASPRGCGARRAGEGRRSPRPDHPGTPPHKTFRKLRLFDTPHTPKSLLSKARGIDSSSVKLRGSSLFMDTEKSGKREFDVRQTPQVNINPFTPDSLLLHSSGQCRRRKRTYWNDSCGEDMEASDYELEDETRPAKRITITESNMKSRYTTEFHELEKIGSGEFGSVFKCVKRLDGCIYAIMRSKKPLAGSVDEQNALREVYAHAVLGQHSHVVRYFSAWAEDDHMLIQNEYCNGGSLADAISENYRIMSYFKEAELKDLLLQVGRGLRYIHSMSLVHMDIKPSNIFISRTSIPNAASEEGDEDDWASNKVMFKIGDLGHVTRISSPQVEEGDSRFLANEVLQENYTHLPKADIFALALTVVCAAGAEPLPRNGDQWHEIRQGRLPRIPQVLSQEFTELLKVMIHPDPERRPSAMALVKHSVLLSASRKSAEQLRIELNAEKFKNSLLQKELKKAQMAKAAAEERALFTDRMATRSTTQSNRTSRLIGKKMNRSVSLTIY
# TRPN1 ag: zebrafish TRPN1 channel agonists, primary screen, cell-based, HEK293, calcium fluorescence; activation, % at 3 µM; transient receptor potential cation channel N1 (TRPN1/NompC), Danio rerio; HEK293 zebrafish TRPN1-YFP, Fluo-8 calcium fluorescence; 100% = response to 87 µM carbachol; 220,000 compounds, 0.18% hits; AID 1424, 2008;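 active means activation above its plate's cutoff, the mean activation of test wells on that plate plus 3 SD, cut at about 19% in these data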;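 further: 0% = DMSO alone and 100% = 87 µM carbachol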
#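 Material: zebrafish TRPN1-YFP in HEK293 cells; Doses: single test compound dose, 3 µM nominal, 0.3% DMSO; Timing: dye loading 1 h at 37 °C, then 30 min room temperature; Technique: intracellular calcium fluorescence with Fluo-8; Benchmarks: high carbachol 87 µM, low DMSO alone.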
# CHOP inh: inhibitors of CHOP promoter induction, primary screen, cell-based, unfolded protein response, luciferase reporter; CHO-K1 CHOP-promoter luciferase, tunicamycin-induced, 15-18 h; 220,000 compounds, 3.8% hits; inhibition, % at 10 µM;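 active means compounds that reduced the stress-induced luciferase reporter signal by more than about 70% of percent inhibition, limit read from the data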;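 further: 0% = tunicamycin plus vehicle and 100% = wells without tunicamycin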
# TRPML3 agonist: human TRPML3 channel agonists, primary screen, cell-based, HEK293 TRPML3-YFP, Fluo-8 calcium fluorescence, 3 µM; Mucolipin-3 (Homo sapiens), Q8TDD5; 100% = the carbachol control signal; activation, % at 3 µM; 220,000 compounds, 0.29% hits;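 active means activation above its plate's cutoff, the mean activation of the plate's test wells plus 3 SD, cut at about 12% in these data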;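 further: 0% = DMSO only wells and 100% = carbachol wells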
#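 Test system: HEK293 cells stably carrying human TRPML3-YFP; Doses: single dose, 3 µM final nominal compound, 0.3% DMSO final; Schedule: dye loading 1 h 37 °C then 30 min ambient, 125 s read; Technique: Fluo-8 calcium fluorescence; Benchmarks: high control carbachol 87 µM, low control DMSO.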
# Ba/F3 V617F tox: reduced viability of JAK2V617F-dependent Ba/F3 cells, primary screen, JAK2V617F inhibitor project, cell-based, Ba/F3 EpoR-JAK2V617F, luminescence; ATP luminescence; 220,000 compounds, 1.1% hits; inhibition, % at 5.6 µM;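 active means inhibition above the campaign mean plus 3 SD over all tested compounds, cut at about 24% in these data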;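 further: cytokine-independent growth of Ba/F3 cells driven by EpoR plus mutant JAK2; 0% = DMSO-treated cells and 100% = JAK inhibitor I control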
# BaF3 parental: parental Ba/F3 cell viability inhibition, counter-screen for JAK2V617F inhibitor project, murine pro-B, CellTiter-Glo luminescence; CellTiter-Glo ATP luminescence; inhibition, % at 5.6 µM; 220,000 compounds, 1.1% hits;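 active means inhibition above a per-campaign cutoff, the mean inhibition of all tested compounds plus 3 SD, cut at about 27% in these data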;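 further: 0% = DMSO wells and 100% = JAK Inhibitor I control wells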
# PPC-1+TRAIL kill: compounds killing PPC-1 cancer cells with TRAIL present, primary screen, TRAIL potentiator project, ATPLite luminescence, uHTS; PPC-1 cells + TRAIL, ATPLite viability luminescence; cell killing (% activity), % at 4 µM; 220,000 compounds, 0.41% hits; AID 1443, 2008;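 active means cell killing above 50% in the first pass at 4 µM, then a duplicate retest at 5 µM averaging 50% or more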;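 further: plate controls were cells with TRAIL plus DMSO for no effect and medium-only wells lacking cells for full effect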
# TNF necrop inh: inhibitors of TNF-alpha triggered necroptosis, primary screen, cell-based, Jurkat FADD-/-, single concentration. activation (protection from cell death), % at 10 µM. Jurkat FADD-/- TNF necroptosis rescue, ATP luminescence, 24 h; 0 = TNF only, 100 = no-TNF cells. 220,000 compounds, 0.068% hits;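 active means activation, meaning protection from cell death, of at least 50% relative to plate controls; inactive means activation below 50%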;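 further: necroptosis triggered by 40 ng/mL TNF-alpha added together with compound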
# Numbers without * were called inactive; . = not tested or not shown.
# Start of the data: the first five records, to show the layout:
SMILES,RBBP9 inh,Wee1 degr inh,TRPN1 ag,CHOP inh,TRPML3 agonist,Ba/F3 V617F tox,BaF3 parental,PPC-1+TRAIL kill,TNF necrop inh
CCCCN(C(=O)NC(=O)Nc1cc(C)ccc1C)S(C)(=O)=O,2,-4,-0.8,39,-0.6,-7,0,21,-3.2
O=C(COc1ccccc1F)NCc1ccc(-n2cccc2)cc1,1,-3,-2.6,5,-1.0,-4,0,0,0.6
CCOC(=O)c1ccc(NC(=O)Cn2nnc(-c3ccc(F)cc3)n2)cc1,-7,0,2.2,81*,1.1,-1,6,0,2.3
O=S(=O)(Nc1cccc(-c2ccc3nncn3n2)c1)c1cccs1,1,-2,0.0,-4,2.0,2,10,2,-1.1
COc1ccc(/C=N/NC(=O)c2cc(-c3cccn3C)n[nH]2)cc1OC,0,-2,0.9,18,0.8,-1,6,-16,2.2

# The whole of this part, from the first entry:
SMILES,RBBP9 inh,Wee1 degr inh,TRPN1 ag,CHOP inh,TRPML3 agonist,Ba/F3 V617F tox,BaF3 parental,PPC-1+TRAIL kill,TNF necrop inh
CCCCN(C(=O)NC(=O)Nc1cc(C)ccc1C)S(C)(=O)=O,2,-4,-0.8,39,-0.6,-7,0,21,-3.2
O=C(COc1ccccc1F)NCc1ccc(-n2cccc2)cc1,1,-3,-2.6,5,-1.0,-4,0,0,0.6
CCOC(=O)c1ccc(NC(=O)Cn2nnc(-c3ccc(F)cc3)n2)cc1,-7,0,2.2,81*,1.1,-1,6,0,2.3
O=S(=O)(Nc1cccc(-c2ccc3nncn3n2)c1)c1cccs1,1,-2,0.0,-4,2.0,2,10,2,-1.1
COc1ccc(/C=N/NC(=O)c2cc(-c3cccn3C)n[nH]2)cc1OC,0,-2,0.9,18,0.8,-1,6,-16,2.2
COc1ccccc1N(CC(=O)N/N=C/c1ccccc1C(=O)O)S(C)(=O)=O,-7,2,-1.4,1,0.3,6,2,-7,-0.3
COc1ccc(C)cc1-n1c(SCC(=O)Nc2cc(C)on2)nc2sc(C)c(C)c2c1=O,-4,-1,-1.4,20,-0.3,-3,-2,7,-2.1
O=C(c1ccccc1Br)N1CCC(c2nc3ccccc3s2)CC1,-9,-3,2.2,20,1.7,2,4,1,0.5
CCC(c1nnnn1Cc1ccccc1)N(Cc1cc2cc(OC)ccc2[nH]c1=O)CC1CCCO1 (centres undefined),-6,4,-0.8,50,0.3,2,6,8,-2.2
Cc1ccc(CNC(=O)CCS(=O)(=O)c2cc(Br)cc3c2N(C(=O)C2CC2)CC3)o1,-11,-2,1.6,3,0.8,2,3,8,0.5
Cc1ccc(S(=O)(=O)Nc2nc(C)cc(-n3nc(C)cc3C)n2)cc1,-8,1,-0.4,-11,0.5,4,4,1,-0.2
Oc1c(Cl)cc(Cl)cc1CNn1cnnc1,-3,-3,0.1,3,0.3,3,2,24,0.0
CC(C)C(=O)Nc1nnc(SCC(=O)N2c3ccccc3CC2C)s1 (centres undefined),-5,-1,-0.7,27,-0.6,-2,0,22,-0.8
O=C1C(c2ccc(F)cc2)N(Cc2ccc3c(c2)OCO3)C(=O)CN1C1CCCC1 (centres undefined),1,-2,1.9,14,-0.6,2,5,-2,-5.1
Cc1cc(C)n2nc3nc(N4CCCC4)nc(-c4ccccc4)c3c2n1,-9,-1,2.0,-21,0.1,-2,7,34,-1.8
N#Cc1ccc(COC(=O)c2ccc(N3CCCC3)c([N+](=O)[O-])c2)cc1,-6,2,0.5,-7,-0.2,3,9,2,0.2
Cc1ccc(-n2c(C)cc(C(=O)COc3cccnc3[N+](=O)[O-])c2C)cc1,4,-1,0.0,61,0.4,1,6,0,-1.2
Cc1cc(NS(=O)(=O)c2ccc(NC(=O)COc3ccc(Cl)cc3)cc2)no1,2,-2,1.1,7,0.3,3,4,-6,-1.7
CCN(CC)C(=O)c1ccc(Cn2cc([N+](=O)[O-])cn2)o1,8,0,-1.0,-2,-0.1,-4,0,4,1.4
O=C(NCc1cccnc1)c1nc(-c2ccc(C(F)(F)F)cc2)no1,-8,0,5.2,1,3.2,2,3,3,0.9
COc1ccc(NC(=O)N(Cc2cccs2)Cc2cc3cc4c(cc3[nH]c2=O)OCO4)cc1,-7,0,0.6,5,0.6,0,4,4,-0.6
Cc1ncc([N+](=O)[O-])n1CC(=O)NC(C)(C)C,-9,2,0.1,11,1.2,-2,6,-6,1.4
COc1ccc(CNC(=O)C(c2ccc(C)o2)N(Cc2cccs2)C(=O)Cc2cccs2)cc1 (centres undefined),-4,1,-1.4,5,0.1,0,1,9,-12
Cc1cccc(OCCC(=O)Nc2cc(S(=O)(=O)N3CCCCC3)ccc2N2CCOCC2)c1,0,-4,-1.8,40,-0.5,1,2,17,2.6
COc1ccc(NC(=O)C2CCCN2C(=O)OC(C)(C)C)cc1 (centres undefined),-6,0,0.3,-10,0.8,-3,-1,13,0.9

# Of the compounds above, these contain bromine:
SMILES,RBBP9 inh,Wee1 degr inh,TRPN1 ag,CHOP inh,TRPML3 agonist,Ba/F3 V617F tox,BaF3 parental,PPC-1+TRAIL kill,TNF necrop inh
O=C(c1ccccc1Br)N1CCC(c2nc3ccccc3s2)CC1,-9,-3,2.2,20,1.7,2,4,1,0.5
Cc1ccc(CNC(=O)CCS(=O)(=O)c2cc(Br)cc3c2N(C(=O)C2CC2)CC3)o1,-11,-2,1.6,3,0.8,2,3,8,0.5

# Continued.
SMILES,RBBP9 inh,Wee1 degr inh,TRPN1 ag,CHOP inh,TRPML3 agonist,Ba/F3 V617F tox,BaF3 parental,PPC-1+TRAIL kill,TNF necrop inh
COc1ccccc1C(=O)N1CCN(c2cccc(C(F)(F)F)c2)CC1,-10,3,-1.0,.,-1.0,4,15,10,-7.6
Cc1cc(OCCN2CCCCC2)nc2ccccc12,0,-2,-0.2,-1,1.0,-3,2,1,2.0
Cc1ccc(/C=N/OC(=O)c2nn(C)cc2Cl)cc1,-2,0,0.4,-10,0.1,1,2,.,-1.2
CCOc1ccccc1NC1=CC(=O)CC(c2ccccc2)C1 (centres undefined),12,-2,-0.9,18,-1.6,-2,5,6,-12
CN(C)c1ccc(/C=N/NC(=O)c2sccc2-n2cccc2)cc1,-3,1,0.3,7,-0.5,1,4,3,0.7
O=C(Nc1cnn(Cc2ccc(F)cc2)c1)c1noc2c1CCCC2,-8,1,0.6,-1,0.1,55*,58*,-7,0.3
COc1ccc(CC(=O)OC(C)CN2CCCCC2)cc1 (centres undefined),-4,2,0.7,15,0.2,-1,0,-12,-0.4
CSc1ccc(Cl)c(C(=O)OCC(=O)NC2CC2)c1,-11,-2,-1.3,23,-0.5,2,2,1,-0.6
CCC(C(=O)NC1CCCCC1)N(Cc1cccs1)C(=O)c1snc(C(N)=O)c1N (centres undefined),2,9.8*,0.0,2,0.8,-1,3,6,0.2
O=C(O)Cc1ccc(C(=O)c2ccc(Cl)cc2)s1,-10,6,-1.0,3,0.6,-3,0,12,0.9
CCOC(=O)c1ccc(S(=O)(=O)n2c(CN3CCCCC3)nc3ccccc32)cc1,-2,-2,0.2,34,0.0,0,3,0,-1.1
CN(Cc1cc(-c2ccccc2)on1)C(=O)c1cc(COc2c(F)cccc2F)on1,-2,-1,-1.9,-26,0.0,0,1,11,2.4
CC(=O)NCCC1CCN(c2nc3nonc3nc2N(C)Cc2ccccc2)CC1,5,0,-0.6,14,0.6,8,7,-1,-0.5
O=Cc1cn(CC(=O)N2CCOCC2)c2ccccc12,-15,2,1.3,-2,1.3,2,4,4,-1.3
CC(=O)c1cnc(Nc2ccccc2)s1,4,-3,-1.1,21,-0.1,-4,-1,12,9.4
COc1ccccc1/C=C1\Oc2cc(OC(=O)N3CCOCC3)ccc2C1=O,-2,-2,0.7,14,0.4,-2,6,5,2.8
N#Cc1nc(Cc2cccc3ccccc23)oc1NCCCn1ccnc1,-7,5,1.1,10,-0.5,1,6,1,-4.6
CCOC(=O)N1CCC(NC(=O)C2=CCN(S(=O)(=O)c3ccc(OC)cc3)CC2)CC1,-11,0,2.2,-2,1.0,-2,-2,7,1.2
Cc1cc(NC(=O)COc2ccc(Cl)cc2Cl)n(CCC#N)n1,-4,1,7.0,11,3.3,1,3,9,-14
COc1ccc(CCN2CN(S(=O)(=O)c3ccccc3)c3nc4ccccc4nc32)cc1,-10,0,-0.6,15,1.1,-3,2,12,0.8
COc1ccc(S(=O)(=O)N(C)CC(=O)Nc2c(F)cccc2F)cc1,-3,-3,0.4,8,0.2,0,2,10,-1.4
Cc1cc(=O)n(CCC(=O)O)c2ccccc12,-2,0,1.2,1,0.7,-3,2,27,-0.1
Cc1noc(C)c1S(=O)(=O)N1CCC(C(=O)N2CCN(c3ccc(Cl)cc3)CC2)CC1,1,4,1.0,11,0.7,0,11,39,-4.4
CC1(C)NC(=O)N(CCOc2ccc3c(c2)CCC3)C1=O,-12,-1,-0.9,21,0.1,5,3,3,1.1
Cc1ccsc1C1NC(=O)c2c(sc3c2CCCC3)N1 (centres undefined),-2,3,0.8,34,0.6,4,3,27,2.2
SMILES,RBBP9 inh,Wee1 degr inh,TRPN1 ag,CHOP inh,TRPML3 agonist,Ba/F3 V617F tox,BaF3 parental,PPC-1+TRAIL kill,TNF necrop inh
Cn1c(C(=O)O)c(C=O)c2ccccc21,3,3,0.0,6,1.1,-1,0,-5,0.3
CC1=C(C(=O)N2CCN(C(=O)c3ccco3)CC2)C2(CCC(C)CC2)OC1=O (centres undefined),-3,1,0.6,24,0.9,-2,0,.,0.0
O=C1CCC(=O)N1OCCCCOc1ccccc1,-10,4,-1.4,14,1.0,0,6,33,-0.4
CCOC(=O)c1c(C)[nH]c(C(=O)N/N=C\c2ccccc2O)c1C,3,12*,1.0,48,0.3,0,1,46,-10
COc1ccccc1Nc1nc(-c2sc(NC(=O)CC(C)C)nc2C)cs1,-1,-3,-0.7,60,0.5,-2,0,11,-8.4
O=C(COC(=O)/C=C/c1cccc(Cl)c1)NCCC1=CCCCC1,-7,0,-1.0,42,0.8,-1,5,-5,1.2

# Single entries from the entries so far:
# Reading for O=C(COC(=O)/C=C/c1cccc(Cl)c1)NCCC1=CCCCC1 in PPC-1+TRAIL kill: -5
# Reading for COc1ccc(/C=N/NC(=O)c2cc(-c3cccn3C)n[nH]2)cc1OC in CHOP inh: 18
